Screening results: PubChem BioAssay, several laboratories
CRFBP-R2 block – antagonists of CRF-binding protein/CRF-R2 receptor complex. HEK293 CRF-R2/CRF-BP, CRF-induced calcium fluorescence. inhibition, % at 11.8 µM. 350,000 tested, 0.59% active. AID 588475;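 active = inhibition of the ligand-induced calcium signal above about 50% at the single tested concentration, limit read from the data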
CHRM5 agonist – agonists of human muscarinic M5 receptor (CHRM5); P08912; CHO-K1 hM5 cells, Fluo-8 calcium fluorescence; 0% DMSO wells, 100% maximal acetylcholine response; activation, % at 3 µM; 360,000 tested, 0.19% active; AID 624037;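 active = activation above the run's mean over test compounds plus 3 SD, cut at about 23% in these data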;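 also: signal is peak over basal fluorescence ratio across the kinetic read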
M1 PAM parental – counter-screen for M1 PAMs: effect in parental CHO-K1 cells | ATP EC20, Fluo-8 calcium fluorescence; 0% at ATP EC20, 100% at ATP max | AID 602247 | activation, % at 3 µM | 360,000 tested, 0.02% active;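 active = activation above the run cutoff, the mean activation of all test compounds plus 3 SD, cut at about 40% in these data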;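 also: peak over basal fluorescence ratio in a 140 s read after ATP addition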
CHRM5 PAM – positive allosteric modulators of human muscarinic M5 receptor; P08912; CHO-K1 hM5, Fluo-8 calcium, ACh EC20 PAM; 0% = ACh EC20, 100% = ACh EC100; activation, % at 3 µM; 360,000 tested, 0.3% active; AID 624038;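 active = activation above the run cutoff, the mean activation of all test compounds plus 3 SD, cut at about 18% in these data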
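Replicates: One well per compound, no replicates | System: Human M5 receptor in CHO-K1 cells | Benchmarks: Low control EC20 acetylcholine (0%), high control EC100 acetylcholine (100%) | Probe or stimulus: Acetylcholine, EC20 level | Times: Fluo-8 loading 80 min at 37 °C plus 30 min room temperature | Signal: Intracellular calcium via Fluo-8 fluorescence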
TAAR1 agonist – agonists of human TAAR1. 360,000 tested, 0.99% active. Q96RJ0. activation, % at 3 µM. AID 624467. CHO RD-HGA16 TAAR1, Fluo-8 calcium fluorescence; vehicle wells 0%, saturating PEA agonist 100%;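 active = activation above the mean activation of all test compounds in the run plus 3 SD, cut at about 38% in these data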
Target sequence (Q96RJ0 whole entry, looked up): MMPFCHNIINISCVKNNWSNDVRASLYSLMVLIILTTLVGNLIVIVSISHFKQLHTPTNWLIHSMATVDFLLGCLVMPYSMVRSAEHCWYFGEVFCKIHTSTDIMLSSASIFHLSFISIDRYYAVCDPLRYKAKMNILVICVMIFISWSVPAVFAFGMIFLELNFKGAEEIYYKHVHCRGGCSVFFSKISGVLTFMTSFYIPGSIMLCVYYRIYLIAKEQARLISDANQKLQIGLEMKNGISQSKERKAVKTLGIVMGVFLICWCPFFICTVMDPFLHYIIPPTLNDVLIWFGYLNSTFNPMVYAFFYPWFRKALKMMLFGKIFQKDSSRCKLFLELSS
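Signal – calcium-sensitive Fluo-8 signal, excitation 470-495, emission 515-575 nm · System – RD-HGA16 (CHO) cells co-expressing Gα16 and hTAAR1 · Incubation – 17-24 h seeding, 75 min 37 °C dye, 30 min RT · Compound dosing – 3 µM single concentration · Repeats – no replicates (n 1)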
CHRM4 PAM – potentiates acetylcholine response at human M4 receptor; 360,000 tested, 0.4% active; AID 624126; P08173; activation, % at 3 µM; CHO-K1 hM4/Gqi5, Fluo-8 calcium fluorescence, ACh EC20; 0% = ACh EC20, 100% = maximal ACh;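 active = activation above its plate's cutoff, the mean activation of sample wells plus 3 SD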; also: some results filed as inactive read as strong as hits
Target sequence (P08173 whole entry, looked up): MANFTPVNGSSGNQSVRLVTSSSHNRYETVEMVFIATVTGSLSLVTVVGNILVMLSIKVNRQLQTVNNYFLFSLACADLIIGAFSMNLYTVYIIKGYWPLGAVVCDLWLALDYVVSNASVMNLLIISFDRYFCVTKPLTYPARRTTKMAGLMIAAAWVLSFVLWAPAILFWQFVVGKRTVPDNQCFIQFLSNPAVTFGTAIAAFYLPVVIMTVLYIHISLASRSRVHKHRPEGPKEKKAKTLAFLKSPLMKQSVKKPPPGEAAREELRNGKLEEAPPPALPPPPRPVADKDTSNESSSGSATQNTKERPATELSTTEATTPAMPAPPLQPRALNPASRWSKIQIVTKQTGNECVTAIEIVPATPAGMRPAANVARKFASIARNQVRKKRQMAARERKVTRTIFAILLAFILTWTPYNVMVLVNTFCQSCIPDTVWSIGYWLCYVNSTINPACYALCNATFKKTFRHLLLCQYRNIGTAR
CRFR2-BP ag – agonists of human CRF-binding protein/CRF-R2 receptor complex. 350,000 tested, 0.46% active. HEK293 CRF-R2/CRF-BP, calcium dye fluorescence (FLIPR); percent of saturating CRF peptide response. activation, % at 13.2 µM;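 active = activation of at least 50%, plus an integration ratio under a set limit after plate pattern correction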;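 also: plate controls were neutral control wells without compound for no effect and CRF at EC100 for full effect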
CHRM5 antagonist – blocks acetylcholine activation of human M5 receptor | 360,000 tested, 0.59% active | CHO-hM5 cells, Fluo-8 calcium fluorescence, ACh EC80 | inhibition, % at 3 µM;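 active = inhibition above a per-plate cutoff, the mean of that plate's test compounds plus 3 SD, cut at about 27% in these data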;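 also: 0% = acetylcholine EC80 with DMSO and 100% = DMSO without agonist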
TAAR1 antagonist – human TAAR1 antagonism; Q96RJ0; CHO RD-HGA16 TAAR1, Fluo-8 calcium fluorescence, antagonist; inhibition, % at 3 µM; 360,000 tested, 1.5% active;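 active = inhibition above a per-plate cutoff, the mean inhibition of test compounds on that plate plus 3 SD, cut at about 49% in these data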;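 also: 0% = DMSO plus EC80 beta-PEA response and 100% = DMSO alone without agonist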
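Assay system: CHO-derived RD-HGA16 cells stably expressing human TAAR1 plus Gα16. Timing: 140 s kinetic read after compound, 140 s after agonist. Technique: kinetic Fluo-8 calcium fluorescence measurement. Measure: % inhibition of agonist calcium response.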
Starred values were filed as active, the others as inactive; . = not tested or not shown.

cpd	SMILES	CRFBP-R2 block	CHRM5 agonist	M1 PAM parental	CHRM5 PAM	TAAR1 agonist
1	Cc1cccc2nc(CSC(=N)N)c(Br)n12	-15.8	-3.1	11.9	-1.4	2.8
2	COC(=O)[C@@]12C[C@@H](CC(=O)N3CCN(C(=O)C4CC4)CC3)C(=O)N(Cc3ccc4c(c3)OCO4)C1=CCC(C)(C)C2	.	3.9	.	1.2	5.7
3	CC(=O)NC(c1ccc(F)c(F)c1)c1nc(-c2ccncc2)cs1 (centres undefined)	.	-1.5	2.2	0.6	-1.1
4	O=C(NCCO)c1ccc2c(c1)S(=O)(=O)c1ccccc1C2=O	1.3	2.0	-9.4	1.2	7.3
5	O=C(Nc1ccc(S(=O)(=O)N2CCCC2)cc1)c1ccc2c(=O)n3c(nc2c1)CCCCC3	-40.6	-0.5	7.7	-5.0	2.9
6	c1ccc(-n2cnnc2SCc2cn3ccsc3n2)cc1	-3.8	-2.9	13.7	-3.3	2.9
7	O=C(CN1CCN(c2ccccn2)CC1)Nc1ccc([N+](=O)[O-])cc1C(=O)Nc1ccccc1F	5.3	-1.9	2.2	-8.7	2.8
8	CCC(C(=O)OCC(=O)Nc1ccc(SC(F)F)cc1)c1ccccc1 (centres undefined)	6.4	-5.0	-2.6	-15.1	1.6
9	COc1cc(S(=O)(=O)N2CCCC2)c(C)cc1C	-8.5	-4.2	6.8	-1.0	6.0
10	COc1ccc(OC)c(NC(=O)c2ccc3c(c2)CCN3S(C)(=O)=O)c1	10.7	-6.0	11.2	-0.1	2.6

cpd	CHRM4 PAM	CRFR2-BP ag	CHRM5 antagonist	TAAR1 antagonist
1	6.4	0.6	-3.4	6.5
2	10.1	.	3.9	-32.8
3	5.1	.	0.1	-22.3
4	-1.2	-2.0	5.6	19.0
5	3.8	8.8	7.3	0.5
6	2.1	0.3	1.9	-10.1
7	3.5	0.4	13.9	57.1*
8	-16.0	-0.4	9.8	62.5*
9	9.6	0.1	1.2	-1.2
10	3.5	-2.9	-0.6	-5.3

New compounds follow
cpd	SMILES	CRFBP-R2 block	CHRM5 agonist	M1 PAM parental	CHRM5 PAM	TAAR1 agonist
11	CCCS(=O)(=O)Nc1ccc(-c2cn3c(n2)SCC3)cc1	2.9	-4.5	16.2	0.2	.
12	CCOC(=O)/C=C1\SCC(=O)N1CC(=O)Nc1cc(S(=O)(=O)N(C)C)ccc1C	17.7	1.5	12.1	1.9	2.4
13	O=C(COC(=O)CNC(=O)C1CCCCC1)Nc1ccc2c(c1)OCCO2	-8.1	-3.3	15.9	11.9	0.0
14	COC(=O)c1ccc(CN2CCCC(C(=O)c3ccccc3OC)C2)cc1 (centres undefined)	0.8	2.1	9.7	5.5	-0.2
15	CCn1c(SCC(=O)Nc2ccc3c(c2)OCCO3)nnc1-c1cccs1	22.8	3.1	0.5	-7.9	7.0
16	Cc1cc(NC(=O)NCC(F)(F)F)no1	8.2	5.3	3.4	6.6	-0.5
17	COc1ccc(Br)cc1/C=N/NC(=O)CN1CCCCC1	-0.9	-7.3	6.0	9.5	2.7
18	O=C(c1cc(S(=O)(=O)N2CCOCC2)ccc1Cl)N1CCOCC1	-20.0	-2.5	4.0	-0.6	1.6
19	O=C(Cn1cnc2c(nnn2Cc2ccc(Cl)cc2)c1=O)N1CCN(c2ccccc2)CC1	2.0	2.9	3.0	-6.7	0.2
20	CCOc1ccccc1NC(=S)N1CCN(c2ccccc2F)CC1	-18.5	-3.6	5.8	3.3	0.7

cpd	CHRM4 PAM	CRFR2-BP ag	CHRM5 antagonist	TAAR1 antagonist
11	4.6	-0.8	-1.1	.
12	0.7	-1.3	10.6	-4.0
13	4.5	-0.2	-1.4	-7.7
14	-3.1	-0.9	-2.3	-1.4
15	-4.9	-1.4	8.4	-1.5
16	-3.3	-0.3	1.9	-13.7
17	3.6	-0.4	-3.9	-15.7
18	-2.7	0.7	9.7	-25.6
19	-2.0	-2.1	-0.8	7.2
20	-1.3	0.3	6.5	-10.6

Arranged by length of the SMILES (smallest number first): 9 of the compounds above
cpd	SMILES	CRFBP-R2 block	CHRM5 agonist	M1 PAM parental	CHRM5 PAM	TAAR1 agonist
16	Cc1cc(NC(=O)NCC(F)(F)F)no1	8.2	5.3	3.4	6.6	-0.5
20	CCOc1ccccc1NC(=S)N1CCN(c2ccccc2F)CC1	-18.5	-3.6	5.8	3.3	0.7
11	CCCS(=O)(=O)Nc1ccc(-c2cn3c(n2)SCC3)cc1	2.9	-4.5	16.2	0.2	.
18	O=C(c1cc(S(=O)(=O)N2CCOCC2)ccc1Cl)N1CCOCC1	-20.0	-2.5	4.0	-0.6	1.6
15	CCn1c(SCC(=O)Nc2ccc3c(c2)OCCO3)nnc1-c1cccs1	22.8	3.1	0.5	-7.9	7.0
13	O=C(COC(=O)CNC(=O)C1CCCCC1)Nc1ccc2c(c1)OCCO2	-8.1	-3.3	15.9	11.9	0.0
10	COc1ccc(OC)c(NC(=O)c2ccc3c(c2)CCN3S(C)(=O)=O)c1	10.7	-6.0	11.2	-0.1	2.6
19	O=C(Cn1cnc2c(nnn2Cc2ccc(Cl)cc2)c1=O)N1CCN(c2ccccc2)CC1	2.0	2.9	3.0	-6.7	0.2
12	CCOC(=O)/C=C1\SCC(=O)N1CC(=O)Nc1cc(S(=O)(=O)N(C)C)ccc1C	17.7	1.5	12.1	1.9	2.4

cpd	CHRM4 PAM	CRFR2-BP ag	CHRM5 antagonist	TAAR1 antagonist
16	-3.3	-0.3	1.9	-13.7
20	-1.3	0.3	6.5	-10.6
11	4.6	-0.8	-1.1	.
18	-2.7	0.7	9.7	-25.6
15	-4.9	-1.4	8.4	-1.5
13	4.5	-0.2	-1.4	-7.7
10	3.5	-2.9	-0.6	-5.3
19	-2.0	-2.1	-0.8	7.2
12	0.7	-1.3	10.6	-4.0

Continued.
cpd	SMILES	CRFBP-R2 block	CHRM5 agonist	M1 PAM parental	CHRM5 PAM	TAAR1 agonist
21	COc1cc(C=O)c(Br)cc1OCC(=O)NCCc1ccccc1	-5.9	1.1	4.2	1.9	7.4
22	OCCN1CCN(c2ncnc3c2c(-c2ccccc2)cn3-c2ccc(F)cc2)CC1	-2.5	-1.0	17.1	-0.3	7.7
23	Cn1c(SCC(=O)N2CCCC2)nnc1-c1ccc(S(=O)(=O)N2CCCC2)cc1	1.3	-3.1	14.7	-3.1	8.4
24	O=c1c(S(=O)(=O)c2ccc(Cl)cc2)cn(Cc2cccc(F)c2)c2ccc(F)cc12	-8.6	-1.8	21.8	-1.0	7.0
25	COc1ccc(NC(=O)CCc2c(C)nc3nc(CNC(=O)c4cccc(F)c4)nn3c2C)cc1OC	9.8	-3.7	9.6	3.4	-0.1
26	COc1ccc(CN2C(=O)C(CC(=O)NCc3cccs3)CC(C(=O)N3CCOCC3)=C2C)cc1 (centres undefined)	-20.6	-1.6	4.1	3.7	3.5
27	O=C(CCc1ccncc1)N1CCCC(Nc2ccc(F)cc2)C1 (centres undefined)	12.3	-4.4	15.8	-3.4	1.7
28	COc1cc(NC(=O)c2cc(-c3ccc(F)cc3OC(C)C)n[nH]2)cc(OC)c1OC	.	1.0	-21.3	-7.4	2.7
29	Cc1ccc(CC2S/C(=N/c3ccccn3)NC2=O)cc1 (centres undefined)	10.9	-2.1	7.8	1.5	2.2
30	COc1ccc(CN(C)C(=O)Cn2ccc(N)nc2=O)cc1OC	7.8	2.2	31.8	1.5	14.0

cpd	CHRM4 PAM	CRFR2-BP ag	CHRM5 antagonist	TAAR1 antagonist
21	1.5	-1.7	-4.7	-1.2
22	-1.4	-3.2	6.2	-2.5
23	-4.5	0.0	8.9	4.4
24	1.6	9.7	2.3	13.7
25	-1.1	1.7	-3.6	-2.0
26	4.3	0.8	3.0	-14.8
27	-4.5	0.0	18.3	-16.2
28	-5.0	.	9.9	47.6
29	-3.0	1.4	-3.5	3.0
30	8.6	-2.1	11.0	4.8

(more compounds)
cpd	SMILES	CRFBP-R2 block	CHRM5 agonist	M1 PAM parental	CHRM5 PAM	TAAR1 agonist
31	Cc1ccc(-c2c(C)c(-c3ccc(F)cc3)nc(N)c2C#N)o1	-6.5	-4.4	25.2	2.0	5.6
32	Cc1ccccc1NC(=O)N1CCN(C(=O)c2ccco2)CC1	-10.9	-2.3	-0.9	-2.1	9.6
33	CCN(CC)S(=O)(=O)c1ccc(C(=O)NCCCn2ccnc2)cc1	4.0	-1.4	7.6	-0.3	1.9
34	COC[C@@H]1CCCN1[C@@H]1CS(=O)(=O)N[C@H]1COCc1ccccc1	.	2.8	18.4	5.3	2.5
35	C=CCn1c(C)cc(C(=O)COc2ccc(S(=O)(=O)N3CCCC3)cc2[N+](=O)[O-])c1C	-4.8	-2.3	-7.5	-5.2	1.5
36	C=CC[C@H](CC(=O)NCCO)C(=O)N[C@@H](COC(=O)[C@@H](CC=C)CC(=O)OC(C)(C)C)Cc1c[nH]c2ccccc12	-2.6	4.0	5.9	-3.4	7.8
37	Cc1cc(NC(=O)CSc2ncn(-c3ccccc3)n2)no1	3.1	-1.8	7.0	-4.2	9.3
38	N=c1ccn2c(n1)OC1C(O)C(CO)OC12 (centres undefined)	16.9	-0.5	14.1	-1.7	3.2
39	O=C(Cc1ccccc1)N/N=C/c1ccccc1OCc1ccc(Cl)cc1	15.2	0.5	19.1	-5.2	24.6
40	O=C(CSc1ncnc2c1oc1ccccc12)NCC1CCCO1 (centres undefined)	9.8	4.8	27.1	-2.4	1.9

cpd	CHRM4 PAM	CRFR2-BP ag	CHRM5 antagonist	TAAR1 antagonist
31	3.8	1.4	3.6	0.6
32	4.3	1.7	-6.5	-5.8
33	-6.3	0.5	4.1	9.3
34	0.2	.	-2.2	-17.1
35	-2.5	1.3	10.5	6.9
36	0.7	-0.8	-4.9	16.9
37	1.8	1.1	1.1	-8.2
38	-1.2	-0.3	5.8	-7.2
39	-4.5	0.5	-2.5	28.7
40	2.3	-2.3	-6.5	-1.4

Carrying on.
cpd	SMILES	CRFBP-R2 block	CHRM5 agonist	M1 PAM parental	CHRM5 PAM	TAAR1 agonist
41	CN(C)c1ccc(/C=C2\CCCCC2=O)cc1	2.5	-1.2	4.4	-2.7	-0.1
42	O=C(O)C(Cc1c[nH]c2ccccc12)NS(=O)(=O)c1ccc(Cl)c(C(F)(F)F)c1 (centres undefined)	-16.2	-1.5	16.2	-0.3	-0.1
43	CNC(=O)CCc1nc(-c2ccc(C(C)(C)C)cc2)no1	11.1	-0.4	21.3	1.1	6.2
44	CC(C)CC(=O)NC(NC(=S)Nc1cccc2cccnc12)C(Cl)(Cl)Cl (centres undefined)	-19.8	6.0	-3.8	-4.2	3.2

cpd	CHRM4 PAM	CRFR2-BP ag	CHRM5 antagonist	TAAR1 antagonist
41	1.2	2.7	1.8	-20.2
42	-1.7	0.4	7.1	2.6
43	7.0	-0.3	-0.5	-2.0
44	3.0	-1.8	1.1	8.0
